# Source: PubChem BioAssay
# Yp Topo-I inh: inhibitors of Yersinia pestis topoisomerase I; Y. pestis Topo-I cleavage product accumulation, plate reader; activity, % at 10 µM; 360,000 tested, 0.064% active; AID 504884; in the data active = activity above about 50%, passing the limit was not always enough; note: inactives centre near 2
# BoNT-A LC inh2: BoNT A light chain protease inhibition; multiplex microsphere protease substrate cleavage, flow cytometry; inhibition, % at 10 µM; AID 588499; 360,000 tested, 0.17% active; note: plate controls were buffer without enzyme for full effect and enzyme alone for no effect
# TcdB inh: blocks C. difficile toxin B glycohydrolase activity. 350,000 tested, 0.24% active. P18177. inhibition, % at 9.99 µM. TcdB glycohydrolase enzymatic assay, plate reader; in the data active = inhibition above about 10%
# Vc quorum ag: quorum light induction in luxS cqsA deficient V. cholerae. V. cholerae BH1578 lux reporter, luminescence, 6 h. activation, % at 18.7 µM. 350,000 tested, 0.16% active. AID 588436; in the data active = activation mostly above about 9.7%, no sharp cut-off; note: not every result past the cut was called active; inactives centre near 0; reference of the scale not given here
# CCHFV vOTU inh: blocks the CCHF virus ovarian tumor domain protease; CCHFV vOTU protease, Pep-AMC fluorescence; inhibition, % at 11.5 µM; 370,000 tested, 0.55% active; in the data active = inhibition above about 30%; note: 0% = vehicle wells with enzyme and 100% = no enzyme wells
# PfHsp40 rescue: compounds rescuing yeast from Plasmodium falciparum HSP40 toxicity | 340,000 tested, 0.68% active | AID 504582 | growth rescue, % at 12.5 µM | S. cerevisiae expressing PfHsp40, growth rescue, ATP luminescence; in the data active = growth rescue above about 28%, passing the limit was not always enough;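 note: yeast W303a lacking pdr1 and pdr3 grown in galactose medium; growth measured after three days at 30 °C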
# VHR inh abs: DUSP3 (human) phosphatase inhibition; recombinant VHR phosphatase, pNPP absorbance; P51452; 290,000 tested, 0.52% active; inhibition, % at 13.3 µM; in the data active = inhibition above about 50%; note: some compounds called inactive have numbers as strong as hits
# Target sequence (P51452 whole entry, looked up): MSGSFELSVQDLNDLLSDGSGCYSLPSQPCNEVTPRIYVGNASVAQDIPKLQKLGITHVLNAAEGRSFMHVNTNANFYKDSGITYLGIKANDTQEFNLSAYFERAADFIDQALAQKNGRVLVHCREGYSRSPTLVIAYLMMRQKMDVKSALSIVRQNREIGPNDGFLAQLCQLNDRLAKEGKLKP
# PriA SSB inh: blocks PriA binding to SSB C-terminal tail; AlphaScreen SSBct-PriA binding, biotinylated peptide; 430,000 tested, 0.6% active; AID 1272365; inhibition, % at 33 µM; in the data active = inhibition mostly above about 37%, no sharp cut-off; inactive = mostly below about 20%;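 note: plate controls were negative control peptide for no effect and reference peptide for full effect; strong numbers were not always called active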
# Anthrax LF prot: blocks Bacillus anthracis lethal factor protease; 360,000 tested, 0.12% active; inhibition, % at 10 µM; multiplex microsphere protease cleavage assay, LF; P15917; note: plate controls were buffer without enzyme for full effect and enzyme alone for no effect
# Target sequence (P15917 whole entry, looked up): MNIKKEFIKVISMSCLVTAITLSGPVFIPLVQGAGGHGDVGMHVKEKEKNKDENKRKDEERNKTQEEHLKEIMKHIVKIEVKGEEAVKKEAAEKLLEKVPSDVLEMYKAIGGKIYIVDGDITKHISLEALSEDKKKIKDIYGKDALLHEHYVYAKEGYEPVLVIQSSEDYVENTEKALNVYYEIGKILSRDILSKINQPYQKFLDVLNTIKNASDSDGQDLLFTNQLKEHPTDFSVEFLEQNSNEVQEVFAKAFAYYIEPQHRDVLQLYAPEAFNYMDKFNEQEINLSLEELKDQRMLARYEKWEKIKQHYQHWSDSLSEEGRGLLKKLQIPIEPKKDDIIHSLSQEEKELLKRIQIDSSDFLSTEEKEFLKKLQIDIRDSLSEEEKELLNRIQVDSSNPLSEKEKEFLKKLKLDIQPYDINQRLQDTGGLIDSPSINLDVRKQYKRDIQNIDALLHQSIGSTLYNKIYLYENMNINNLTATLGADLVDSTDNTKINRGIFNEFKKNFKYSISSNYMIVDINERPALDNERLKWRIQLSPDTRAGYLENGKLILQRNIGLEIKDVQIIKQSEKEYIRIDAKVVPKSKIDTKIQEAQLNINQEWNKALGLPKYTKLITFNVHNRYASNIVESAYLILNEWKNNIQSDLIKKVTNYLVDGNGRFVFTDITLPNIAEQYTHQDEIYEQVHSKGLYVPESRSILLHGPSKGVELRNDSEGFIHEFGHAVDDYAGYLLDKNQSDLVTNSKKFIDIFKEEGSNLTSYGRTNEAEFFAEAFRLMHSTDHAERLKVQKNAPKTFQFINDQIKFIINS
# SARS 3CLpro inh: SARS-CoV 3CLpro protease inhibition; P0C6X7; recombinant SARS-CoV 3CLpro, quenched FRET peptide cleavage; inhibition, % at 6 µM; 290,000 tested, 0.14% active; AID 1706; in the data active = inhibition above about 12%
# Numbers without * were called inactive; i = inactive; · = not tested or not shown; & = joins results of further samples. Cut-off read from the data, not from the text of the source, unless noted: active = inhibition above about 30%; inconclusive = no clear call, values can overlap the other calls; inactive = below that.
# Start of the listing, in advance, two compounds:
SMILES,Yp Topo-I inh,BoNT-A LC inh2,TcdB inh,Vc quorum ag,CCHFV vOTU inh,PfHsp40 rescue,VHR inh abs,PriA SSB inh,Anthrax LF prot,SARS 3CLpro inh
Cc1ccc(OCCN2CCN(C(=O)CCC(=O)Nc3nnc(C(C)C)s3)CC2)cc1,18,-0.5,·,-0.3,7,-0.9,19,-6,-6,-1
CN(c1ccc(OCC(=O)OCC(=O)Nc2c(F)c(F)c(F)c(F)c2F)cc1)S(=O)(=O)c1ccc(F)cc1,-8,1.0,·,-0.2,8,-0.3,3,-11,-1,-3

# Main list, repeating the preview:
SMILES,Yp Topo-I inh,BoNT-A LC inh2,TcdB inh,Vc quorum ag,CCHFV vOTU inh,PfHsp40 rescue,VHR inh abs,PriA SSB inh,Anthrax LF prot,SARS 3CLpro inh
Cc1ccc(OCCN2CCN(C(=O)CCC(=O)Nc3nnc(C(C)C)s3)CC2)cc1,18,-0.5,·,-0.3,7,-0.9,19,-6,-6,-1
CN(c1ccc(OCC(=O)OCC(=O)Nc2c(F)c(F)c(F)c(F)c2F)cc1)S(=O)(=O)c1ccc(F)cc1,-8,1.0,·,-0.2,8,-0.3,3,-11,-1,-3
CCOc1ccccc1C1CC(c2cccc(NS(C)(=O)=O)c2)=NN1C(=O)c1ccccc1 (stereo not drawn),-1,0.8,·,-0.3,21,0.1,1,6,-3,-2
C=CCS/C(N)=N\N=C\c1cc(Br)cc([N+](=O)[O-])c1O,5,-0.6,2.0,-0.3,18,4.2,8,·,-10,4
CCN1CCN(c2ccc(S(=O)(=O)N3CCOCC3)cc2NC(=O)c2ccc(C)cc2C)CC1,-4,3.1,1.1,i,2,0.8,·,-3,-1,·
COc1ccccc1N1CCN(C(=O)c2ccc3nc[nH]c3c2)CC1,-2,-0.1,2.4,i,-4,-0.9,16,5,-2,-3
COC(=O)c1ccccc1N=NNc1ccc([N+](=O)[O-])cc1,-13,0.0,0.9,i,9,·,·,·,-1,·
COc1ccc(CC(=O)c2ccc(O)cc2O)cc1,1,-0.1,-1.4,-0.3,2,1.4,15,-18,6,7
COc1ccccc1NS(=O)(=O)c1cc(NC(=O)Nc2cccc(C)c2)ccc1N1CCCCC1,8,-0.9,·,i,6,0.5,3,-8,-1,5
CNc1ncnc2c1ncn2[C@H]1CN(Cc2ccncc2)C[C@@H](CO)O1,2,-0.3,0.2,0.5,0,·,·,·,-10,·
Cc1cc(=O)c(C(=O)O)c(C)n1-c1ccccc1,-6,-0.5,0.2,i,-7,0.2,·,-7,-3,·
c1ccc2c(C3=NNC(=NC4CC4)SC3)c[nH]c2c1,-6,41*,·,8.5,2,0.4,5,5,12,1
COc1ccccc1C1=NOC(CN2C(=O)c3ccccc3S2(=O)=O)C1 (stereo not drawn),16,-1.6,-0.4,-0.2,-7,0.3,17,-6,-3,1
CS(=O)(=O)n1nc(-c2cccnc2)nc1NCc1ccccc1,-1,-0.9,0.3,-0.4,9,0.6,14,-15,-6,3
O=C(NC1CCCCC1)C(c1ccc(O)c(O)c1)N(C(=O)Cn1nnc2ccccc21)c1cccc(O)c1 (stereo not drawn),-18,-1.5,-5.3,-0.2,0,0.6,14,0,-4,-2
Cc1cc(Cl)ccc1Oc1ccccc1C(=O)CC#N,-2,-0.9,-0.2,-0.3,11,-1.1,2,-3,-2,7
CCN1C(=O)CSc2ccc(C(=O)NCc3ccco3)cc21,6,1.5,2.0,-0.2,-2,0.3,4,-8,0,-1
[O-]/C(=C(\C(=S)NCCN1CCOCC1)[n+]1ccccc1)c1ccc(Cl)s1,9,3.8,-0.2,-4.2,7,-0.2,-21,9,2,2
CN1CCN(c2ccc(S(=O)(=O)N3CCCCC3)cc2NC(=O)COc2ccc(F)cc2)CC1,11,·,0.9,i,-3,-0.7,·,-13,·,·
CC(C(=O)N1CCOCC1)N1C(=O)c2ccccc2C1=O (stereo not drawn),-5,0.4,·,-0.3,8,-0.1,26,-1,-1,0

# Limited to VHR inh abs, CCHFV vOTU inh and BoNT-A LC inh2, for five of the compounds above:
SMILES,VHR inh abs,CCHFV vOTU inh,BoNT-A LC inh2
COc1ccccc1NS(=O)(=O)c1cc(NC(=O)Nc2cccc(C)c2)ccc1N1CCCCC1,3,6,-0.9
CNc1ncnc2c1ncn2[C@H]1CN(Cc2ccncc2)C[C@@H](CO)O1,·,0,-0.3
Cc1cc(=O)c(C(=O)O)c(C)n1-c1ccccc1,·,-7,-0.5
c1ccc2c(C3=NNC(=NC4CC4)SC3)c[nH]c2c1,5,2,41*
COc1ccccc1C1=NOC(CN2C(=O)c3ccccc3S2(=O)=O)C1 (stereo not drawn),17,-7,-1.6

# New compounds follow
SMILES,Yp Topo-I inh,BoNT-A LC inh2,TcdB inh,Vc quorum ag,CCHFV vOTU inh,PfHsp40 rescue,VHR inh abs,PriA SSB inh,Anthrax LF prot,SARS 3CLpro inh
OC1c2c(F)cccc2N=C2CCCCCN21 (stereo not drawn),-3,-0.2,-1.9,-0.4,-58,·,·,·,0,·
CC(C)CCN1C(Nc2ccccc2)=NC[C@@H]1CC(C)C,-11,-0.9,0.9,-0.2,-2,-1.0,32,9,2,-3
O=S(=O)(Nc1ccc(Br)cc1)c1cccc2cccnc12,5,-4.6,-0.5,i,-5,-0.1,20,1,-5,1
CCOc1ccc(N(CC(=O)N/N=C/c2cc(Br)c(C)o2)S(C)(=O)=O)cc1,-4,-0.7,0.1,-0.6,-4,-0.3,-4,·,3,5
Cc1ccc(NC2=CC(=O)CC(c3ccc(Cl)cc3)C2)cc1 (stereo not drawn),2,-0.1,·,0.0,-10,-0.9,-2,-2,-1,0
FC(F)(F)c1ccc2c(c1)NP(=S)(N1CCOCC1)c1nccn1-2 (stereo not drawn),4,0.2,0.6,i,0,-1.2,22,-23,1,3
CCN1CCN(CC(=O)Nc2ccc(Cl)c(S(=O)(=O)N(C)C)c2)CC1,-5,-1.7,-0.3,i,-5,-0.5,38,-5,-2,2
O=C1CC(C(=O)Nc2nccs2)C(c2ccccc2)O1 (stereo not drawn),1,2.7,·,-6.0,-5,-1.0,8,-15,1,·
COCCN(C(C)=O)c1nnc(-c2ccccn2)s1,1,-0.5,·,i,8,0.0,16,-10,2,0
CCCN1CCN(C(=O)c2ccc(-c3ccc([N+](=O)[O-])cc3)o2)CC1,2,0.6,0.7,0.7,15,-1.3,·,8,-13,·
CNC(=S)N(Cc1cc2cc(OC)c(OC)cc2[nH]c1=O)C1CCCC1,-2,-0.2,1.1,-0.3,-16,-1.6,16,-6,0,4
CC(=O)Nc1cc(-c2ccc(N(C)C)cc2)cn2c(-c3ccc(F)c(Cl)c3)cnc12,18,-0.4,-2.0,3.7,14,·,·,·,-6,·
CCC(C)(C)NC(=O)COc1ccc(OCc2ccccc2)cc1,14,-0.4,-0.3,-0.4,-5,0.0,-1,-13,-2,6
Cc1[nH]c2ccccc2c(=O)c1SC(F)(F)C(F)C(F)(F)F (stereo not drawn),-7,-0.4,·,-0.6,-4,-1.7,29,-5,4,0
CCN1C(=O)C(CC(=O)Nc2ccc(F)cc2)N(Cc2ccc3c(c2)OCO3)C1=S (stereo not drawn),6,-0.4,1.4,i,2,-0.5,1,-5,1,-2
[O-][n+]1c2ccccc2c2n1CCN=C2c1ccc(Cl)cc1,8,-0.5,1.9,i,1,-0.4,·,15,-16,·
Cc1cc(C(=O)N2CCN(c3ccc(C(F)(F)F)cn3)CC2)c(C)o1,6,-1.9,0.6,i,-6,-0.3,23,-7,19,-2
COc1ccc(Nc2nc(N)nc(CN3CCOCC3)n2)cc1,6,0.0,·,7.7,6,-1.6,-1,-11,-2,-4
O=C(CCN1C(=O)C2C3CC(C(Br)C3Br)C2C1=O)OCC(=O)c1ccccc1 (stereo not drawn),11,0.0,-0.9,-0.2,13,0.2,-2,-9,0,2
COc1cc(NC(=O)c2cc3ccccc3cc2OC)ccc1NC(=O)c1cccs1,23,-1.5,0.7,-0.9,-1,-0.7,24,-5,-4,1
O=Cc1cc(OCc2ccccc2)ccc1[B-](F)(F)F,3,-0.1,-3.2,-1.5,2,160*,·,3,0,·
CC12CCCCC1=CC(=O)CC2 (stereo not drawn),-5,-0.6,1.2,-0.1,-16,-0.4,·,-15,-1,·
CCc1cccc(-n2c(SCC(=O)c3c(N)n(C4CC4)c(=O)[nH]c3=O)nnc2N2CCOCC2)c1,-5,0.1,0.5,-0.5,12,-0.5,·,-24,-8,·
COc1cccc2c1OC1(C)CC2NC(=O)N1c1cccc(C(=O)N2CCN(c3ccccc3)CC2)c1 (stereo not drawn),13,-0.1,0.8,-0.3,-2,-0.8,-5,0,1,5
CCn1c(SCc2nc3sc(C(=O)O)c(C)c3c(=O)[nH]2)nc2ccccc21,-6,0.5,·,3.4,-4,3.5,30,-8,2,1
Cc1cc(OCC(=O)NC(C)c2ccccc2)ccc1[N+](=O)[O-] (stereo not drawn),-1,0.3,0.4,-0.5,-13,0.9,17,1,-1,3
Cc1nnc(SCCC(=O)Nc2nc(-c3ccccc3)ns2)s1,1,-1.7,·,i,2,2.7,14,-4&-10,-4,-1
Cc1ccccc1Nc1nc(N)nc(COC(=O)[C@@H](NC(=O)c2ccco2)C(C)C)n1,-4,-0.6,-0.1,·,-10,15,·,4,-13,·
O=C(CN1CCN(S(=O)(=O)c2ccc(Cl)s2)CC1)N1CCOCC1,5,-0.1,0.5,i,10,-0.4,-22,-8,-1,1
Cc1cc(O)c(C(C)C)cc1NC(=O)Nc1cccc2ccccc12,14,-0.6,0.4,-0.2,-12,0.4,17,-13,-3,6
COc1ccc2c(c1)c(=O)oc1cc(OCC(=O)NC3CC3)ccc12,2,-1.2,·,-0.6,-3,5.9,-8,2,-3,-5
N#CC1=C(S)N(c2ccccc2)C(c2ccc(-c3cc(Cl)ccc3Cl)o2)NC1=O (stereo not drawn),9,-0.1,0.4,·,10,0.3,-4,-5,0,3
Cc1cccc(Cn2cnc3ccccc32)c1,10,-0.4,·,-0.8,3,0.9,12,-7,3,6
CS(=O)(=O)c1ccc2nc(NC(=O)c3ccc(Cl)cc3)sc2c1,-5,-0.4,0.6,-0.7,-14,-1.2,17,-5,-12,-7
CC(=O)c1ccc(NC(=O)c2cnsn2)cc1,0,0.2,1.9,i,-6,0.9,-12,0,-8,-5
COc1ccc(CCNC(=O)N2c3ccccc3Sc3ccccc32)cc1,47,0.1,·,-0.7,0,5.9,·,-19,0,-7
COCCCn1c(=O)c2sccc2n(Cc2ccccc2)c1=O,-5,-1.9,1.2,i,8,-0.7,21,-4,-6,-2
COc1cc(SC)ccc1C(=O)Nc1ncc(C)s1,10,0.1,1.1,-0.2,5,0.7,8,-12,0,5
O=C(/C=C/c1ccccn1)c1cc(Br)ccc1O,0,1.0,2.0,-0.3,3,-0.6,-7,-6,10,5
COc1ccccc1C1=NOC(Cn2c(=O)c3c(ncn3C)n(C)c2=O)C1 (stereo not drawn),-7,·,·,i,7,-0.7,39,-17,·,-2
Cc1ccc(C)c(NC(=O)c2ccccc2NS(=O)(=O)c2cc([N+](=O)[O-])ccc2C)c1,-9,0.5,0.3,2.3,7,-1.9,11,-3,1,-2

# 3 entries drawn at random from those above:
SMILES,Yp Topo-I inh,BoNT-A LC inh2,TcdB inh,Vc quorum ag,CCHFV vOTU inh,PfHsp40 rescue,VHR inh abs,PriA SSB inh,Anthrax LF prot,SARS 3CLpro inh
CCOc1ccc(N(CC(=O)N/N=C/c2cc(Br)c(C)o2)S(C)(=O)=O)cc1,-4,-0.7,0.1,-0.6,-4,-0.3,-4,·,3,5
COCCCn1c(=O)c2sccc2n(Cc2ccccc2)c1=O,-5,-1.9,1.2,i,8,-0.7,21,-4,-6,-2
O=C(NC1CCCCC1)C(c1ccc(O)c(O)c1)N(C(=O)Cn1nnc2ccccc21)c1cccc(O)c1 (stereo not drawn),-18,-1.5,-5.3,-0.2,0,0.6,14,0,-4,-2

# Not all compounds are listed; count on the stated rates, not on these rows.
